Tau fibril FP – blocks human tau fibril formation measured by polarization | P10636 | K18 P301L tau heparin fibrillization, Alexa594 FP, 6 h | Potency, µM (highest dose often 57.7 µM), inactives show top-dose activity, negative = inhibition, actives largely listed as inhibitors | actives 0.39% (n = 280,000) | AID 1468; further: potency means the concentration at half of the fitted maximal effect; on the % scale 0 is the no-effect control and ±100 the full control effect; nearly all actives have a fitted effect of over 55% in size
Target sequence (P10636 561-689 P618L limits assumed): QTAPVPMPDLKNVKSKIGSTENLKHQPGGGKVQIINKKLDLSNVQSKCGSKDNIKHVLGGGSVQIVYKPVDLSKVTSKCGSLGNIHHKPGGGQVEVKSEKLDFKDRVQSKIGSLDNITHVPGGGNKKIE
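Heparin (20 uM) drove fibril formation of recombinant tau K18 P301L, 15 uM unlabeled with 0.24 uM Alexa 594 label, for 6 hr at 37 C in 100 mM sodium acetate pH 7. Fluorescence polarization (555/632 nm) read 1 hr after 30 uM ThT.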
GLA spleen mod – alpha-galactosidase A (human) modulation. human spleen homogenate, 4MU-alpha-Gal fluorescence, 40 min. P06280. Potency, µM (series often up to 80 µM), inactives show at the top dose activity change, negative = inhibition, usual class: inhibitors. actives 0.008% (n = 240,000);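 further: potency means the concentration at half of the fitted maximal effect; 0% = enzyme with vehicle and -100% = no enzyme basal signal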
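Human spleen homogenate (1 ug) was the enzyme source, with 4-methylumbelliferyl-alpha-D-galactopyranoside (1 mM final) in pH 5.0 citrate buffer with 0.01% Tween-20. Compounds were titrated; after 40 min at 37C, NaOH/glycine stop, 4-MU fluorescence read; AC50 from Hill fits.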
TexasRed fluor – counter-screen for TRb-SRC2 inhibitors: fluorescence interference; TRb/SRC2 Texas Red total fluorescence interference; Potency, µM (top dose mostly 106 µM), for the others: at the top dose fluorescence change, negative = quenching; actives 0.29% (n = 280,000); active means well fitted curve in either direction with a large enough effect; inconclusive means small, poorly fitted or top-dose-only effect; further: potency means the concentration at half of the fitted maximal effect; on the % scale 0 is the no-effect control and ±100 the full control effect
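Flags fluorescent or light-absorbing compounds by total fluorescence, S + 2P, at 555 nm excitation and 632 nm emission. Mixture: 20 nM Texas Red SRC2 peptide, 0.6 uM human TRb LBD, 1 uM T3, 5% DMSO; compound exposure 5 h at ambient temperature.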
NPSR antagonist – antagonists of human neuropeptide S receptor cAMP signaling; actives 1% (n = 220,000); Potency, µM (series often up to 38.3 µM), without a hit: at the top dose activity change, negative = inhibition, actives largely listed as inhibitors; Q6W5P4; CHO-NPSR cells, cAMP TR-FRET, antagonist mode; further: potency means the concentration at half of the fitted maximal effect; on the % scale 0 is the no-effect control and ±100 the full control effect; nearly all actives have a fitted effect of over 50% in size; many of its hits are not listed in these tables
Target sequence (Q6W5P4 whole entry, looked up): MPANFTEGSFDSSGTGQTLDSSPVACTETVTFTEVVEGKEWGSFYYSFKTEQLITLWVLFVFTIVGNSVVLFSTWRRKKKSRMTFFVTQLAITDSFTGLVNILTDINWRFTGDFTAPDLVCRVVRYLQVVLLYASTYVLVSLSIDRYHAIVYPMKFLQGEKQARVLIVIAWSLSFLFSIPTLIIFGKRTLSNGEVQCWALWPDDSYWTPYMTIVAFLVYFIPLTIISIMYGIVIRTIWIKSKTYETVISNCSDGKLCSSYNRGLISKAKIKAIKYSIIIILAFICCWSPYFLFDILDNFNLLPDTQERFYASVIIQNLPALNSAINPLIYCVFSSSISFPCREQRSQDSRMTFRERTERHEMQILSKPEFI
TRb SRC2 PPI – inhibitors of human thyroid hormone receptor beta-SRC2 interaction; AID 1469; actives 0.065% (n = 280,000); TRbeta-SRC2 peptide binding, fluorescence polarization; receptor liganded with 1 µM T3; P10828; Potency, µM (doses to about 106 µM), for the others: top-dose activity change, negative = inhibition, actives largely listed as inhibitors;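 further: potency means the concentration at half of the fitted maximal effect; plate controls were bound peptide for no effect and peptide without receptor for full effect; nearly all actives have a fitted effect of over 50% in size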
Target sequence (P10828 whole entry, looked up): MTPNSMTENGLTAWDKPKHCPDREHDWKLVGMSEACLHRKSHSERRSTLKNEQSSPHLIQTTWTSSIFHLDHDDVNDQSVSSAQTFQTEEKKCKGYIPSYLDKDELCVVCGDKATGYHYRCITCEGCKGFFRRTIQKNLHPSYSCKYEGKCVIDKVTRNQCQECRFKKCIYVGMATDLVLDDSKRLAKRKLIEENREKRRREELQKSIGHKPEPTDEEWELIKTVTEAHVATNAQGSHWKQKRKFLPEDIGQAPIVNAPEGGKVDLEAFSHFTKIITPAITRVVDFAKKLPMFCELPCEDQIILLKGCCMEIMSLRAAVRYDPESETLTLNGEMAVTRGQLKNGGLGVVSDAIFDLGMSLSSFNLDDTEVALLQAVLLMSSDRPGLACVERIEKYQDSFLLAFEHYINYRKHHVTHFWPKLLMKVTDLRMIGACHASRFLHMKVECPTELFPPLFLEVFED
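TRb LBD 0.6 uM + Texas Red SRC2 peptide 20 nM, 1 uM T3, Tris buffer w/ 5% DMSO; compound pinned, 5 h RT; FP read ex 555/em 632; normalized to unbound and bound controls.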
Tau fluor cs – counter-screen for tau fibril formation inhibitors; AID 1463; tau K18 P301L Alexa594 fluorescence, heparin fibrillization; actives 0.93% (n = 280,000); Potency, µM (highest dose often 57.7 µM), without a hit: top-dose activity change, negative = decrease; further: potency means the concentration at half of the fitted maximal effect; on the % scale 0 is the no-effect control and ±100 the full control effect; nearly all actives have a fitted effect of over 55% in size
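Human tau K18 P301L (15 uM unlabeled, 0.24 uM Alexa 594-labeled) in 100 mM sodium acetate pH 7 with 20 uM heparin, 6 hr at 37 C. ThT 30 uM added, 1 hr ambient; Alexa 594 FP and total fluorescence read at 555/632 nm.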
CBFb RUNX1 block – blocks binding between human CBF-beta and RUNX1; AlphaScreen CBFb-His/RUNX1-biotin binding, biochemical; 230,000 tested, under 10 active; AID 1477; Potency, µM (series often up to 59.8 µM), for the others: at the highest dose activity, negative = inhibition, most hits filed as inhibitors; Q01196+Q13951; further: % of control where 0% means no effect
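Inhibition was taken as any reduction in AlphaScreen signal from the CBF-beta–RUNX1 pair (His and biotin tags, 30 nM each), measured after compound (15 min) and bead (90 min) incubations at room temperature.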
Epigenetic derep – regulators of epigenetic silencing causing reporter derepression in mouse cells; murine LDR cells, GFP reporter derepression, 30 h; Potency, µM (highest dose often 53.9 µM), for inactives: at the top dose GFP activation, most hits filed as activators; AID 1865; actives 0.2% (n = 280,000); further: potency means the concentration at half of the fitted maximal effect; % of control where 0% means no effect; nearly all actives have a fitted effect of over 60% in size
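In this reporter-derepression format, murine cells bearing a silenced integrated CMV-GFP locus incubate with test compound (30 h, 37 C), then are washed and imaged; fluorescent objects of 20–120 um count as induced cells.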
* hit, by the source's call; ? = inconclusive; . = no result given; & = joins results of further samples; [ ] = remark or other dose. Unless noted, the call rests on the fitted dose curve; in most records, active means well fitted curve in the direction sought with a large enough effect; inconclusive means small, poorly fitted or top-dose-only effect, or another doubt; inactive means no such curve, though single readings can be large; an effect the other way counts as inactive or inconclusive. These rows are one share of the data; the hit share may differ from the screen's.

canonical_smiles	TRb SRC2 PPI	NPSR antagonist	TexasRed fluor	Epigenetic derep	Tau fibril FP	Tau fluor cs	CBFb RUNX1 block	GLA spleen mod
COc1ccc(OC)c(NC(=O)c2cccnc2Sc2ccccc2)c1	-8%	-5%	-1%	-1.1%	1%	-4%	2%	3%
CCOC(=O)CSc1nc2ccc(NC(=O)c3ccc(C)cc3)cc2s1	9%	.	-4%	2.4%	?	?	.	.
Cc1cccc(NC(=O)c2csnn2)n1	1%	19%	-2%	-0.1%	-1%	-6%	1%	3%
O=C(/C=C/c1ccco1)N1CCN(S(=O)(=O)c2cccs2)CC1	2%	18%	0%	1.0%	-14%	-9%	-20%	-6%
COc1ccc(C(=O)Nc2ccc3c(c2)CCCN3S(=O)(=O)c2ccc(C)cc2)c(OC)c1	3%	.	0%	-3.5%	-8%	-30%	.	.
Cc1cc(C2=NNC(=Nc3ccccc3)SC2)c(C)n1C	5%	-24%	-1%	-4.7%	-4%	-22%	-3%	-8%
CCOC(=O)c1oc2ccc(S(=O)(=O)n3nc(-c4ccccc4)cc3N)cc2c1C	-6%	-27%[46.1 µM]	-3%	-0.2%	?	?	0%	11%
O=C(O)CSCC(=O)c1ccccc1	1%	27%[46.1 µM]	-9%	-5.8%	6%	-5%	-4%	10%
OCCC1CN(Cc2cccn2-c2ncccn2)CCN1Cc1ccc(F)cc1 (stereo not given)	-11%	30%	-1%	0.0%	1%	-4%	2%	-11%
Cn1c2ccccc2c2c(C(=O)NCC3CCCO3)cn(C3CCCC3)c(=O)c21 (stereo not given)	-5%	?	-1%	-0.8%	2%	5%	4%	-14%
Cc1cccc(N2CCN(C(=O)CS(=O)(=O)Cc3nc(-c4ccccc4F)oc3C)CC2C)c1 (stereo not given)	-13%	-8%[46.1 µM]	-1%	-0.8%	10%	-19%	-5%	9%
CCOc1ccc2[nH]c(O)c(NC(C)=O)c2c1	-10%	-16%[46.1 µM]	-3%	-1.6%	4%	9%	9%	-4%
Cc1noc(C)c1C(=O)N(CC(=O)NC1CCCC1)Cc1ccccc1F	-5%	-4%[46.1 µM]	0%	-2.0%	-7%	-11%	11%	4%
CC(C)CCNC(=O)NC(=O)COc1ccccc1C#N	10%	1%[46.1 µM]	2%	0.9%	8%	-2%	9%	4%
O=C1CN=C(Nc2cccc(C(F)(F)F)c2)N1C1CCCC1	-3%	3%[46.1 µM]	-3%	0.0%	-2%	-9%	12%	-4%
N#CC(Cc1ccc(OC(F)F)cc1)c1nc2ccccc2[nH]1 (stereo not given)	-11%	-5%	1%	0.0%	-7%	-17%	9%	4%
COc1ccc(C)cc1NC(=O)CCN1CC(C)OC(C)C1 (stereo not given)	2%	3%	0%	-2.7%	2%	6%	24%	1%
COc1ccc(N2CCN(C(=O)Cn3nnc(-c4ccccc4N)n3)CC2)cc1	-2%	9%	-5%	0.0%	8%	-28%	7%	7%
CCOC(=O)C1CCN(c2c(C(=O)c3ccc(C)cc3)cnc3ccc(F)cc23)CC1	-9%	.	3%	4.1%	4%	-21%	.	.
Cn1cc(S(=O)(=O)c2ccc(Cl)cc2)c(=O)c2cc(F)c(N3CCCCCC3)cc21	-4%	.	2%	-1.2%	-6%	-12%	.	.
COc1cccc(CNC(=O)c2ccc3c(c2)nc2n3CCCCC2)c1OC	-10%	.	-1%	3.5%	-4%	2%	.	.
Cc1c(NC(=S)NC(=O)CCc2ccccc2)c(=O)n(-c2ccccc2)n1C	-12%	5%	-2%	6.5%	0%	8%	12%	-10%
CCN(CC)S(=O)(=O)c1ccc(NC(=O)c2ccc(Sc3nncn3C)c([N+](=O)[O-])c2)cc1	-1%	11%	9%	7.4%	?	?	-1%	2%
CC(NC(=O)c1ccccc1NC(=O)c1ccncc1)c1ccccc1 (stereo not given)	-3%	-4%	0%	1.3%	-5%	5%	-2%	-8%
CCn1c(SCC(=O)N2CCCCC2)nc(O)cc1=O	-5%	-2%[46.1 µM]	-5%	-1.2%	4%	1%	2%	-8%
Cc1ccc(Sc2ccc(CN3CCCC3)cc2[N+](=O)[O-])cc1	3%	45%	3%	-1.0%	-1%	-22%	-5%	6%
CCOC(=O)CSc1nnc2n(-c3ccccc3)c(=O)c3c4c(sc3n12)CC(C(C)(C)C)CC4 (stereo not given)	2%	.	-13%	-1.0%	1%	-15%	.	.
C#CCOc1ccc(-c2nnc(Nc3cccc(C)c3)c3ccccc23)cc1	9%	.	-2%	1.2%	-12%	?	.	.
Cc1cc(C)c2nc(-c3ccccn3)cc(C(=O)Nc3ccc(S(=O)(=O)Nc4cc(C)on4)cc3)c2c1	?	10µM*	-28%	-0.9%	-9%	-7%	-3%	-3%
CC(CNC(=O)C1CCN(S(=O)(=O)c2ccc3c(ccn3C)c2)CC1)c1ccccc1 (stereo not given)	1%	.	-7%	7.6%	-5%	-6%	.	.
O=C(Cc1csc(NC(=O)c2ccc(F)cc2)n1)NO	-3%	14%	-1%	2.6%	-3%	-7%	-7%	1%
CCc1ccc(NC(=O)COC(=O)CCCC2=NS(=O)(=O)c3ccccc3N2)cc1	2%&-7%	18%	?	2.6%&-1.3%	-5%&-14%	-17%&-19%	5%	-2%
c1ccc(N2CCN(c3ccccc3)C2c2ccncc2)cc1	1%	?	0%	0.7%	-6%	-22%	-7%	-4%
Nc1cc(Cl)nnc1Cl	-6%	-13%	-5%	3.1%	-1%	-10%	11%	-15%
Cc1ccc(CC2C(=O)N(CC(=O)O)C(=O)C2C)cc1 (stereo not given)	-2%	-6%[46.1 µM]	-1%	0.0%	-5%	-7%	9%	4%
O=C(CS(=O)(=O)c1cn(Cc2ccc(Cl)cc2)c2ccccc12)N1CCOCC1	0%	8%	0%	-1.0%	15%	-7%	1%	0%
CCCCNC(=O)C1CCCN(c2nnc(C)c3c(C)n(-c4ccc(Cl)cc4)nc23)C1 (stereo not given)	-3%	.	-1%	9.8%	9%	14%	.	.
Cc1ccc(C(=O)N2CCN(c3cnn(C)c(=O)c3Cl)CC2)cc1	0%	1%	-6%	1.1%	-2%	-3%	4%	-18%
CS(=O)(=O)N1CCc2cc(C(=O)N3CCN(c4ccccc4)CC3)ccc21	-6%	.	-1%	0.7%	-10%	-5%	.	.
COc1ccccc1CNC(=O)c1c(O)nc2cc(C)ccn2c1=O	-3%	.	0%	0.8%	5%	5%	.	.

2 compounds drawn at random from the list so far:
canonical_smiles	TRb SRC2 PPI	NPSR antagonist	TexasRed fluor	Epigenetic derep	Tau fibril FP	Tau fluor cs	CBFb RUNX1 block	GLA spleen mod
CCc1ccc(NC(=O)COC(=O)CCCC2=NS(=O)(=O)c3ccccc3N2)cc1	2%&-7%	18%	?	2.6%&-1.3%	-5%&-14%	-17%&-19%	5%	-2%
CCn1c(SCC(=O)N2CCCCC2)nc(O)cc1=O	-5%	-2%[46.1 µM]	-5%	-1.2%	4%	1%	2%	-8%

Next records.
canonical_smiles	TRb SRC2 PPI	NPSR antagonist	TexasRed fluor	Epigenetic derep	Tau fibril FP	Tau fluor cs	CBFb RUNX1 block	GLA spleen mod
CC1CC1C(=O)OCC(=O)c1c(N)n(C)c(=O)n(C)c1=O (stereo not given)	-3%	5%	-1%	3.9%	-2%	0%	6%	0%
S=c1nc[nH]c2c1ncn2C1CCCO1 (stereo not given)	-11%	-14%	-2%	0.0%	-3%	-5%	-2%	0%
O=c1nc(Nc2ccccc2)oc2ccccc12	-6%	5%	-1%	3.8%	0%	-9%	-1%	-8%
Cc1cc(C(=O)C(C)OC(=O)C2=NNC(=O)CC2)c(C)n1-c1ccc(OC(F)F)cc1 (stereo not given)	-9%	-8%[46.1 µM]	-7%	0.9%	0%	-8%	3%	0%
CC1(C)CC(=O)C2=C(C1)N=C1SCCC(=O)N1C2c1ccc(C(F)(F)F)cc1 (stereo not given)	1%	?	-1%	-2.6%	5%	-4%	8%	10%
O=C(N[C@@H](Cc1c[nH]c2ccccc12)C(=O)O)c1ccc(Cl)cc1	1%	19%	-3%	-0.8%	6%	10%	10%	3%
CO/N=C/c1ccc(N2CCN(C(=O)c3cccc(Cl)c3)CC2)c([N+](=O)[O-])c1	1%	-28%[46.1 µM]	-2%	6.8%	4%	-26%	?	-1%
Cc1ccc(-n2nnnc2-c2cnoc2-c2cccc(F)c2)cc1	-3%	2%[46.1 µM]	4%	-1.0%	4%	-9%	6%	3%
c1ccc2cc(Sc3ncnc4c3oc3ccccc34)ccc2c1	-8%	-2%[46.1 µM]	-3%	-1.2%	-17%	-13%	0%	-6%
CCC(=O)Oc1ccc(C(=O)Nc2cccc(C(=O)NC(C)(C)C)c2)cc1	1%	3%	-2%	-0.4%	-7%	-10%	12%	-1%
Cc1ccc2c(c1)C(=O)C(=O)N2CCCOc1ccccc1C	1%	-22%	6%	2.3%	-1%	12%[2.34 µM]	5%	2%
CCCN(CC1CC1)C(=O)COc1ccccc1C(=O)NCc1ccccc1	-20%	?	0%	-5.0%	-5%	-14%	0%	-4%
Cc1nn(C(C)C(=O)Nc2ccc3c(c2)OCO3)c(C)c1[N+](=O)[O-] (stereo not given)	3%	6%	2%	3.5%	0%	-7%	-20%	17%
COc1cc(OC)c2ccc(=O)oc2c1C(CCN1CCN(c2ccccc2)CC1)c1ccc(N(C)C)cc1 (stereo not given)	-2%&10%	-20%	-3%&-3%	0.0%	14%	?	?	-2%&0%
NC(=O)N/N=C/c1ccc(OCc2cccc(Cl)c2)cc1	-1%	9%	1%	3.8%	-4%	7%	-1%	-3%
CN1/C(=C\C(=S)Nc2ccccc2)C(C)(C)c2ccccc21	11%	-42%	?	9.5%	?	?	?	-2%
Cc1nc2ccccn2c1C(=O)CSc1cccc(Cl)c1	-12%	-2%	-2%	-6.5%	3%	-15%	-5%	0%

Compound activity: PubChem BioAssay, National Center for Advancing Translational Sciences (NCATS)
